AID2073: disruptors of CaV2.2 binding to Mint1 – biochemical, HTRF (AID 2073). HTRF protein-protein interaction, Mint1-CaV2.2; higher % means a stronger effect. inhibition, % at 20 µM; hits with a dose series show IC50 in µM. hit rate 0.19% among 290,000; in the data active means inhibition mostly above about 51%, no sharp cut-off; further: some results filed as inactive read as strong as hits
M1AAP inhibition: P. falciparum M1AAP inhibitors, biochemical, fluorogenic H-Leu-NHMec substrate, 1536-well (AID 1445). hit rate 0.42% among 220,000. recombinant M1AAP, H-Leu-NHMec fluorogenic kinetic assay; higher % means a stronger effect. inhibition, % at 30 µM; hits with a dose series show IC50 in µM;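 active means primary inhibition above the hit cutoff, then over 50% inhibition at one or more dose response concentrations, cut at about 23% in these data, passing the limit was not always enough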;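 further: plate controls were DMSO full reaction for no effect and no enzyme background for full effect; strong numbers were not always called active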
Dynein transport: dynein cargo transport inhibition; 3617.4 mouse cells, GR-EGFP nuclear translocation imaging; test concentration mostly 20 µM; stimulated with dexamethasone, 1 µM; active compounds read low; z-score, hits read low; hit rate 0.47% among 220,000;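 active means plate z-score of nuclear minus cytoplasmic receptor signal below a set negative limit, without overly bright fluorescence or cell loss, cut at about -3.5 in these data, passing the limit was not always enough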;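 further: z-score of nuclear minus cytoplasmic ring GR-EGFP intensity difference per well; some compounds called inactive have numbers as strong as hits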
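Buffer or medium: Induction medium lacking tetracycline, stripped serum | Also added: Dexamethasone agonist, 1.0 µM final, for 30 min | Timing: 48 h induction, 1 h compound, 30 min dex at 37 °C | Detection: Formaldehyde fixation, Hoechst nuclear stain, 10x automated fluorescence imaging | Measure: Nuclear versus cytoplasmic GR-EGFP signal, averaged per well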
HEK293 NOD2/NF-kB: inhibition of NOD2-driven NF-kB reporter – cell-based, luminescence, uHTS, HEK293 (AID 1566); HEK293 NOD2/NF-kB luciferase reporter, luminescence; higher % means a stronger effect; one-dose inhibition, % at 4 µM; EC50 in µM for titrated hits; hit rate 0.63% among 290,000; further: many of its hits are not listed in these tables
NOD1 inhibition: NOD1 signaling inhibitors, primary screen, cell-based, luminescence, uHTS (AID 1578) | NOD1-driven NF-kB luciferase reporter cells, luminescence; higher % means a stronger effect | one-dose inhibition, % at 4 µM; EC50 in µM for titrated hits | hit rate 1% among 290,000; in the data active means inhibition mostly above about 36%, no sharp cut-off; inactive means mostly below about 34%;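 further: HEK-293T reporter cells stimulated with the NOD1 agonist gamma-tri-DAP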
KOR beta-arrestin-1: KOR agonists, beta-arrestin recruitment, primary screen, cell-based, luminescence, uHTS (AID 1777). KOR beta-arrestin recruitment, luminescence; higher % means a stronger effect. activation, % at 10 µM; hits with a dose series show EC50 in µM. hit rate 0.02% among 280,000; in the data active means activation above about 50%, passing the limit was not always enough; further: a part of the inactive calls stands beside numbers as strong as those of hits
GPR55 beta-arrestin: GPR55 agonists via beta-arrestin recruitment, primary screen, imaging, U2OS cells, beta-arrestin-GFP redistribution (AID 1961); U2OS GPR55 beta-arrestin-GFP redistribution imaging; higher % means a stronger effect; activation, % at 10 µM, or EC50 in µM where a hit was titrated; hit rate 0.048% among 290,000;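 active means activation above 40% with more than 50 cells counted in the well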;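 further: U2OS osteosarcoma cells stably expressing GPR55 and beta-arrestin-GFP; plate controls were DMSO negative control for no effect and LPI positive control for full effect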
KOR beta-arrestin-2: kappa opioid receptor blockers – cell-based, luminescence, uHTS (AID 1778); KOR beta-arrestin recruitment, luminescence, antagonist mode; higher % means a stronger effect; inhibition, % at 10 µM, or IC50 in µM where a hit was titrated; hit rate 0.091% among 290,000; further: strong numbers were not always called active
M17LAP inhibition: P. falciparum M17LAP inhibitors, primary screen, biochemical, fluorogenic H-Leu-NHMec substrate, 1536-well (AID 1619). recombinant M17LAP, H-Leu-NHMec fluorogenic kinetic assay; higher % means a stronger effect. inhibition, % at 30 µM; hits with a dose series show IC50 in µM. hit rate 0.38% among 220,000;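 active means compound inhibiting the enzyme by more than half at any dose during confirmatory dose-response retesting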;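 further: plate controls were full reaction with DMSO carrier for no effect and no enzyme background for full effect; strong numbers were not always called active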
Dynein transport cytoplasmic EGFP: also measured in Dynein transport; calls as there; z-score; measured here: cytoplasmic GR-EGFP intensity; active compounds read high
Dynein transport nuclear GR-EGFP: recorded beside Dynein transport, whose call it bears; z-score; measured here: nuclear GR-EGFP intensity;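 lower value marks the stronger effect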
Dynein transport cell count: second read-out of Dynein transport, no call of its own (marks repeat the call); z-score; measured here: cell count per field
The depositor's hits bear a star; / = not tested or not shown; [ ] = remark or other dose. Unless noted, no stated cut-off is given here; in the data, active means inhibition above about 50%; inactive means the rest. These rows are one share of the data. The share of hits here may be higher or lower than overall.

AID2073 | M1AAP inhibition | Dynein transport | Dynein transport cytoplasmic EGFP | Dynein transport nuclear GR-EGFP | Dynein transport cell count | HEK293 NOD2/NF-kB | NOD1 inhibition | KOR beta-arrestin-1 | GPR55 beta-arrestin | KOR beta-arrestin-2 | M17LAP inhibition | Molecule
0% | 1% | 1.1 | -0.25 | 0.9 | -0.58 | 5% | -10% | 1.8% | -0.3% | -22% | -8% | Cc1ccc(NC(=S)NC(=O)/C=C/c2ccc(Cl)cc2)cc1
21% | / | / | / | / | / | 7% | -2% | 6.1% | 0.2% | 21% | / | CCOc1ccc(S(=O)(=O)NCc2ccc3c(c2)OCO3)cc1C(=O)O
1% | / | / | / | / | / | 2% | -18% | 2.6% | -0.1% | 4% | / | COC(=O)c1ccc(C2/C(=C(/O)c3ccc4c(c3)CC(C)O4)C(=O)C(=O)N2CCN2CCOCC2)cc1 (centres undefined)
41% | / | / | / | / | / | -40% | -10% | 0.5% | 0.6% | 0% | / | COC(=O)c1ccc(/C=C2\Oc3ccccc3NC2=O)cc1
-5% | / | / | / | / | / | 19% | 2% | -1.5% | 0.0% | 6% | / | COc1ccc(C2(O)C(=O)Nc3ccccc32)cc1 (centres undefined)
30% | 7% | -0.37 | -0.3 | 0.73 | 0.18 | -3% | -12% | 4.3% | -0.3% | 32% | -7% | Cc1ccc(OCC(=O)NC(=S)Nc2cccc(NC(=O)c3ccccc3Cl)c2)cc1
14% | 4% | 0.16 | 0.35 | 0.015 | 0.7 | 4% | -14% | 4.2% | -0.1% | 11% | -5% | Cc1nc(SCC(=O)NC(C)c2ccccc2)c2oc3ccccc3c2n1 (centres undefined)
-12% | / | / | / | / | / | 10% | -13% | -2.4% | -0.2% | 27% | / | CCOc1ccc(CCNC(=O)/C=C/c2ccco2)cc1OCC
0% | 4% | -0.25 | -0.34 | 0.14 | 1.1 | -1% | -33% | -1.0% | -0.4% | -22% | -2% | CC(C)(C)NC(=O)NC(=O)CN1CCN(Cc2ccccc2)CC1
-12% | -5% | 2.6 | 0.95 | 1.6 | -1.3 | -4% | -15% | -0.1% | -0.4% | -28% | -5% | COc1cccc(NC(=S)N(CCCN2CCCC2)Cc2cccn2Cc2ccc(Cl)cc2)c1
4% | / | / | / | / | / | 11% | -2% | -5.6% | 0.7% | -8%[20 µM] | / | COc1ccc(C(=O)N2CCN(Cc3ccccc3C(F)(F)F)CC2)cc1
-7% | / | / | / | / | / | -19% | -4% | -2.6% | 0.6% | 9% | / | CN(c1ccc(OCc2ccc([N+](=O)[O-])cc2)cc1)S(=O)(=O)c1ccccc1
43% | / | / | / | / | / | 5% | -10% | -4.6% | -0.1% | 0% | / | COC(=O)C1=CN(Cc2ccc(OC)cc2)C=C(C(=O)OC)C1c1cc(OC)c(OC)c(OC)c1
12% | 1% | -0.38 | -0.32 | -0.52 | 0.52 | -42% | 3% | 10% | -0.2% | -26% | 4% | Cc1ccn2c(Nc3ccccc3C)c(-c3ccncc3)nc2c1
-2% | 4% | -0.34 | -0.21 | 0.1 | -0.46 | -7% | -42% | 5.5% | -0.5% | -4% | -3% | O=C(CN1C(=O)c2cccnc2C1=O)c1ccccc1
7% | 11% | -0.11 | -0.33 | -0.13 | 1 | 2% | -6% | -2.1% | -0.3% | 12% | 12% | O=C(N/N=C/c1coc2ccccc2c1=O)c1ccccc1
-13% | 5% | 0.2 | -0.28 | 0.3 | 0.017 | 3% | -24% | -5.8% | 0.1% | -21% | 19% | CCN(CC)C(=O)c1sc(N2C(=O)Nc3ccccc3N2O)c(C(=O)OC)c1C
-7% | / | / | / | / | / | 3% | 22% | -0.3% | -0.2% | 1% | / | NC(=O)N=Nc1c(O)n(Cc2ccccc2)c2ccc(Br)cc12
-1% | / | / | / | / | / | 12% | -7% | 5.7% | 0.0% | -2% | / | COc1cccc(OC)c1C(=O)NCCOc1cc(C)cc(C)c1
0% | 1% | 0.41 | -0.1 | 0.6 | -0.38 | 18% | 7% | -2.8% | 0.0% | -20% | 7% | COCCN1C(=O)C(CC(=O)Nc2ccccc2)SC1=Nc1ccc(OC)cc1 (centres undefined)
-8% | -2% | -0.067 | -0.27 | 0.51 | -0.19 | -6% | -25% | -2.1% | -0.1% | -21% | -3% | COc1ccc(C2=NC(CO)(CO)CO2)cc1
26% | 9% | -0.65 | -0.22 | -0.064 | 1 | 8% | -17% | -1.5% | 0.3% | -6% | -14% | CCc1nc(N)c(C#N)c(-c2ccncc2)c1C
-4% | -1% | -0.47 | 0.016 | 0.072 | 0.17 | 5% | -15% | -4.4% | 0.3% | 6% | 6% | COC(=O)c1c(C(=O)OC)c(-c2ccc(C)cc2)n2c1CS(=O)(=O)C2
-1% | 13% | 0.13 | -0.27 | 0.034 | -0.068 | 17% | 0% | -3.0% | 1.3% | 0% | 3% | CN(NS(=O)(=O)c1ccc(Cl)cc1)c1cnn(C)c(=O)c1Cl
12% | / | / | / | / | / | -9% | -11% | 2.5% | 0.5% | -11% | / | COc1cc2ncnc(N[C@H](C)c3ccccc3)c2cc1OC
-6% | 8% | -0.47 | -0.17 | -0.38 | -0.2 | 14% | -65% | 2.8% | -0.1% | -2% | 24% | CCOC(=O)COn1c(-c2cccc(Cl)c2)nc2ccc([N+](=O)[O-])cc21
-11% | 2% | 0.022 | 0.072 | -0.021 | -0.7 | 10% | 16% | 2.8% | -0.2% | -2% | -10% | O=C(Nc1ccc2c(c1)OCCO2)c1ccc(Br)c(S(=O)(=O)N2CCOCC2)c1
15% | 7% | -1.1 | -0.23 | -0.63 | 0.24 | 12% | 12% | / | -0.2% | -16% | -1% | Cc1ncccc1C(=O)N1CCCC(C(=O)c2ccc3c4c(cccc24)CC3)C1 (centres undefined)
27% | / | / | / | / | / | 12% | 6% | -1.4% | -0.1% | -3% | / | CCCCN(CC)CCCNC(=O)c1cn(C)c(=O)c2c1c1ccccc1n2C
3% | 14% | 0.51 | -0.24 | 0.82 | -0.48 | -1% | -12% | 0.5% | -0.2% | 12% | 11% | COc1ccc(NC(=O)CSc2ccc(-c3ccccn3)nn2)cc1OC
-10% | / | / | / | / | / | 17% | 6% | -0.3% | 0.2% | -20% | / | CN(Cc1cccc2cnccc12)C(=O)c1cc(COc2ccc(F)cc2Cl)on1
-1% | / | / | / | / | / | -6% | 36% | 2.5% | 0.2% | -1% | / | Cc1ccc(S(=O)(=O)NC2CC2)cc1
-4% | 8% | -0.15 | -0.28 | -0.12 | 0.65 | 14% | -16% | 8.0% | -0.3% | -7% | 12% | Cc1c(NC(=S)N/N=C/c2ccc(N(C)C)cc2)c(=O)n(-c2ccccc2)n1C
-2% | 13% | 0.76 | -0.21 | 0.98 | 0.13 | 5% | -26% | -0.8% | -0.1% | 21% | 23% | CC(=O)NN1C(=O)/C(=C\c2ccccc2)SC1=S
7% | 6% | -0.46 | -0.14 | -0.23 | 0.081 | 7% | -13% | 3.2% | 0.1% | -7% | 23% | O=C(CC(c1ccco1)S(=O)(=O)c1ccccc1)c1ccccc1 (centres undefined)
0% | 12% | 0.068 | -0.22 | 0.14 | 0.28 | 8% | -16% | 3.0% | 0.6% | 13% | -8% | CCOc1ccc(N(CC(=O)Nc2ccccc2C(=O)N2CCOCC2)S(=O)(=O)c2ccc(F)cc2)cc1
6% | 3% | 9.3 | 1.9 | 5.4 | -3.3 | -71% | -52% | 2.2% | -0.4% | -3% | 4% | O=C(Nc1ccc2oc(-c3ccccc3)nc2c1)c1cccs1
0% | 1% | -0.052 | -0.15 | 0.029 | 0.12 | 6% | -8% | -3.0% | 0.4% | -3% | 5% | Nc1nc(SCC(=O)NCc2ccccc2)n[nH]1
9% | 1% | 0.32 | -0.25 | 0.53 | 0.52 | 8% | -15% | -5.1% | -0.5% | -9% | 2% | Cc1ccc(-c2cc(C(F)F)nc(NCc3cccnc3)n2)cc1
9% | 14% | -1.2 | -0.32 | -0.081 | 1.2 | 16% | -34% | -2.1% | 0.4% | 17% | -1% | Cc1cccc(C)c1NC1=NCCCCC1
-1% | 6% | 1.3 | -0.2 | 0.36 | -0.56 | -2% | 2% | 2.5% | -2.3% | 4% | -9% | CC(Nc1cc(N2CCCC2)ccc1[N+](=O)[O-])c1ccccc1 (centres undefined)
-3% | 3% | -0.98 | -0.38 | -0.81 | 1.2 | 26% | -20% | 0.0% | -0.3% | 8% | 3% | COc1ccccc1NCC(=O)NNC(C)C(=O)Nc1cccc(Cl)c1 (centres undefined)
3% | / | / | / | / | / | -4% | -25% | -0.6% | 0.2% | 6%[20 µM] | / | C=CCN(c1nc(C)cc(OC)n1)S(=O)(=O)c1ccccc1
-1% | -1% | 0.54 | -0.3 | -0.11 | 0.079 | 6% | -30% | 1.8% | -0.2% | 5% | 11% | CCOC(=O)c1c(-c2ccccc2)csc1NC(=O)CSc1nnc(C)s1

4 compounds already listed, sorted by the value under KOR beta-arrestin-1, rising.
AID2073 | M1AAP inhibition | Dynein transport | Dynein transport cytoplasmic EGFP | Dynein transport nuclear GR-EGFP | Dynein transport cell count | HEK293 NOD2/NF-kB | NOD1 inhibition | KOR beta-arrestin-1 | GPR55 beta-arrestin | KOR beta-arrestin-2 | M17LAP inhibition | Molecule
-13% | 5% | 0.2 | -0.28 | 0.3 | 0.017 | 3% | -24% | -5.8% | 0.1% | -21% | 19% | CCN(CC)C(=O)c1sc(N2C(=O)Nc3ccccc3N2O)c(C(=O)OC)c1C
-2% | 13% | 0.76 | -0.21 | 0.98 | 0.13 | 5% | -26% | -0.8% | -0.1% | 21% | 23% | CC(=O)NN1C(=O)/C(=C\c2ccccc2)SC1=S
-3% | 3% | -0.98 | -0.38 | -0.81 | 1.2 | 26% | -20% | 0.0% | -0.3% | 8% | 3% | COc1ccccc1NCC(=O)NNC(C)C(=O)Nc1cccc(Cl)c1 (centres undefined)
-1% | / | / | / | / | / | 12% | -7% | 5.7% | 0.0% | -2% | / | COc1cccc(OC)c1C(=O)NCCOc1cc(C)cc(C)c1

Screens deposited in PubChem by several laboratories.
